Yeast superoxide = caloric restriction mimetics inhibiting age-related superoxide in yeast; 0.18% of 330,000 active; S. cerevisiae aged cells, superoxide DHE fluorescence; stronger effect = lower value; superoxide response (% of plate mean), % at 10 µM;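 active = superoxide response under a set limit, about three screen SD below normal, cut at about 65% in these data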;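 also: yeast aged for seven days with compound at 30 °C before DHE staining; 100% = average MFI of all compound-treated wells on the plate with controls excluded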
MEP2 TOR yeast = alters MEP2-GFP fluorescence in TOR pathway yeast screen | S. cerevisiae MEP2-GFP strain, flow cytometry GFP, 3 h; 100% = DMSO control level | GFP response vs DMSO, % at 10 µM | 0.51% of 330,000 active;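 active = GFP response versus DMSO above a set limit, roughly screen mean plus 3 SD, cut at about 180% in these data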;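 also: median GFP fluorescence of the barcode-gated MEP2-GFP cells per well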
AHR act = human AHR activation; AHR-responsive luciferase reporter cells, luminescence; activation, % at 5 µM; 2.5% of 320,000 active; in the data active = activation above about 47%;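 also: 0% = vehicle wells and 100% = reference agonist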
Target sequence (P35869 whole entry, looked up): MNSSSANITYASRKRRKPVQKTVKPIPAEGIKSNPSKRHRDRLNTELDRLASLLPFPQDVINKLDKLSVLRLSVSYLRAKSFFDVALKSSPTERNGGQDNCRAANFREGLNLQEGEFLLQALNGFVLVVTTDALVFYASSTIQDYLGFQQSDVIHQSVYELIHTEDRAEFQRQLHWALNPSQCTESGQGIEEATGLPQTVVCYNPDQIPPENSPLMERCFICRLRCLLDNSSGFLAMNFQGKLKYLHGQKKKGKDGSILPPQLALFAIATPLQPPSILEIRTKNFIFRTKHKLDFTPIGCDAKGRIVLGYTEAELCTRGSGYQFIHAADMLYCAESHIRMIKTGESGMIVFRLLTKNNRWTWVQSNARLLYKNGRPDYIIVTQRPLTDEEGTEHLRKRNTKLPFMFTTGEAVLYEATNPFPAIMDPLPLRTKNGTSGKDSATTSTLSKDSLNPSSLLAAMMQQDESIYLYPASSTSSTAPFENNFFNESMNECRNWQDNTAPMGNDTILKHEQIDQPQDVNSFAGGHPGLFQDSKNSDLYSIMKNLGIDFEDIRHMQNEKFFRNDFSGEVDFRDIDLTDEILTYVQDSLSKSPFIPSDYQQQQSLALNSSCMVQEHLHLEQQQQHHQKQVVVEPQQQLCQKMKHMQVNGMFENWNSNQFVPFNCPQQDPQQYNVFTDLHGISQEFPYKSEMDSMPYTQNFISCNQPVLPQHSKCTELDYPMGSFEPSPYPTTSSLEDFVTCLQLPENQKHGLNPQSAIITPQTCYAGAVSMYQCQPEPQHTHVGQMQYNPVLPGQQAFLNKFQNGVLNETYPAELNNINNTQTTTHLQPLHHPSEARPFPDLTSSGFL
CIT2 TOR yeast = modulators of TOR pathway CIT2-GFP in S. cerevisiae. S. cerevisiae CIT2-GFP strain, flow cytometry, 3 h; 100 means same as DMSO wells. GFP response vs DMSO, % at 10 µM. 0.065% of 320,000 active;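 active = GFP response relative to DMSO above a set limit, near the screen mean plus 3 SD, cut at about 150% in these data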;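 also: ratio of well median GFP fluorescence to mean of DMSO wells on the plate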
Efflux pump inh = blocks antifungal efflux pumps in multiplex yeast assay. S. cerevisiae Candida pump triplex, Nile Red efflux. inhibition, % at 10 µM. 0.44% of 330,000 active. AID 485275;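 active = plate passing quality check with inhibition over a set limit, or well fluorescence over plate mean plus 4 SD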;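 also: Nile Red retained in pooled yeast measured as flow cytometry median fluorescence; 0% = buffer negative control and 100% = Enniatin B positive control; higher means more Nile Red kept so more efflux inhibition; some compounds called inactive have numbers as strong as hits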
LAP4-GFP MLPCN = modulators of TOR pathway LAP4-GFP in S. cerevisiae. S. cerevisiae LAP4-GFP multiplex, flow cytometry GFP, 3 h; median GFP as percent of DMSO wells. GFP response vs DMSO, % at 10 µM. 0.34% of 320,000 active. AID 2023;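 active = GFP response vs DMSO above a set limit, about the screen mean plus 3 SD, cut at about 150% in these data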
RPL19A TOR yeast = alters RPL19A-GFP fluorescence in TOR pathway yeast screen. S. cerevisiae RPL19A-GFP strain, flow cytometry, 3 h; stronger effect = lower value. percent response vs DMSO, % at 10 µM. 0.3% of 330,000 active. AID 2025;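 active = percent response vs DMSO below 50%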;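 also: median channel GFP fluorescence of the barcoded RPL19A-GFP strain; ratio of sample median GFP to plate DMSO average so 100% = DMSO; lower means less RPL19A-GFP as with rapamycin TOR inhibition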
AGP1 TOR yeast = modulators of TOR pathway AGP1-GFP in S. cerevisiae; S. cerevisiae AGP1-GFP multiplex flow cytometry, 3 h; GFP as percent of DMSO wells; GFP response vs DMSO, % at 10 µM; 0.02% of 320,000 active; AID 2066;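 active = GFP response relative to DMSO above a set limit, near screen average plus 3 SD, cut at about 150% in these data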;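 also: median GFP channel fluorescence of the gated AGP1 strain per well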
* = called active by the depositor; nt = not tested or not shown.

entry	smiles	CIT2 TOR yeast	MEP2 TOR yeast	LAP4-GFP MLPCN	AHR act
1	CCc1nn(CC(=O)NCCCN(Cc2ccccc2)C(C)C)c(=O)c2cc3sccc3n12	99	99	99	-1
2	CC(C)CNC(=S)NNC(=O)c1ccco1	103	99	98	0
3	O=C(Nc1ccc(Cl)cn1)c1cccc2ccccc12	92	106	95	10
4	Cc1ccccc1N1CCN(C(=O)CN2C(=O)c3ccccc3C2=O)CC1	99	104	112	1
5	CC1O[C@@H](OC2C(COC3OC(CO)C(O)[C@H](O)C3O)OC(OC3CC[C@]4(C)C(CC[C@@]5(C)[C@@H]4CC=C4[C@@H]6CC(C)(C)CC[C@]6(CO)C(O)C[C@]45C)C3(C)C)C(O)C2O)C(O)C(O)C1O (stereo partly drawn)	104	105	114	1
6	CC1(C)Cc2c(sc(NC(=O)c3ccccc3Cl)c2C(=O)O)CO1	99	101	109	-1
7	CC1(C)CC2(CCO1)OC(=O)CC2C(=O)Nc1ccccc1Cl (stereo not drawn)	108	111	92	1
8	O=C(CSc1nc(Nc2ccccc2)nc(N2CCOCC2)n1)N1CCc2ccccc21	103	109	103	2
9	CSc1ccc(NC(=O)NCCN2CCc3ccccc3C2)cc1	121	113	110	7
10	CCCCN(c1ccccc1)S(=O)(=O)N(C)C	100	107	106	-4
11	COc1ccc(CCNC(=O)CN(C)S(=O)(=O)c2ccc3c(c2)CCC(=O)N3)cc1OC	99	103	104	1
12	COC(=O)C1CCN(c2ccc([N+](=O)[O-])cc2)CC1	96	95	102	-3

entry	Efflux pump inh	Yeast superoxide	AGP1 TOR yeast	RPL19A TOR yeast
1	0.0	91	97	101
2	-0.1	113	100	96
3	0.3	90	99	101
4	-0.2	85	95	94
5	0.5	104	110	107
6	0.1	92	91	99
7	0.0	118	105	110
8	0.1	98	103	102
9	-0.2	88	120	117
10	-0.2	114	100	97
11	-0.2	103	104	101
12	0.1	91	97	94

Going on with the list:
entry	smiles	CIT2 TOR yeast	MEP2 TOR yeast	LAP4-GFP MLPCN	AHR act
13	COc1ccc(NC(=O)c2nnn(Cc3ccc(SC)cc3)c2N)c(OC)c1	104	109	105	35
14	COCCn1c(SCc2ccccc2)nc2c1c(=O)[nH]c(=O)n2C	111	110	95	5
15	Cc1ccc(-n2nc3c([n+]2[O-])CCc2c-3no[n+]2[O-])cc1	104	97	99	3
16	Nc1ccc(Sc2ccccc2)nc1	95	98	102	0
17	Cc1cc(C)nc(N/N=C/C=C/c2ccccc2)n1	88	100	103	33
18	COc1ccc(CNC(=O)C2CCC(CNS(=O)(=O)c3cccc4nsnc34)CC2)cc1 (stereo not drawn)	98	103	99	2
19	CN=c1scc(C)n1/N=C/c1ccc2c(c1)OCO2	102	102	104	-11
20	CCOC(=O)c1cccc(-n2c(C)nc3ccccc3c2=O)c1	102	108	104	8
21	O=C(COc1ccc(Br)cc1)Nc1nnc(-c2cccnc2)s1	106	107	103	1
22	Cc1ccc(CNC(=O)C(C)OC(=O)c2cccs2)cc1 (stereo not drawn)	87	98	97	-1
23	CCOC(=O)c1ccc(-n2c(CCC(=O)O)ccc2-c2cccs2)cc1	94	95	109	6
24	CCc1nc2ccc(C)cc2c(C(=O)Oc2cccc3cccnc23)c1C	117	115	108	2

entry	Efflux pump inh	Yeast superoxide	AGP1 TOR yeast	RPL19A TOR yeast
13	0.3	104	107	101
14	0.0	131	103	109
15	-0.2	110	103	98
16	0.1	90	107	99
17	0.1	102	98	97
18	0.4	108	99	97
19	0.0	100	98	93
20	0.0	103	104	103
21	0.0	99	102	117
22	0.1	106	96	95
23	-0.1	90	100	100
24	0.1	96	111	91

Molecules shown so far with a Cl atom, in the order listed:
entry	smiles	CIT2 TOR yeast	MEP2 TOR yeast	LAP4-GFP MLPCN	AHR act
3	O=C(Nc1ccc(Cl)cn1)c1cccc2ccccc12	92	106	95	10
6	CC1(C)Cc2c(sc(NC(=O)c3ccccc3Cl)c2C(=O)O)CO1	99	101	109	-1
7	CC1(C)CC2(CCO1)OC(=O)CC2C(=O)Nc1ccccc1Cl (stereo not drawn)	108	111	92	1

entry	Efflux pump inh	Yeast superoxide	AGP1 TOR yeast	RPL19A TOR yeast
3	0.3	90	99	101
6	0.1	92	91	99
7	0.0	118	105	110

Continuation.
entry	smiles	CIT2 TOR yeast	MEP2 TOR yeast	LAP4-GFP MLPCN	AHR act
25	CC(C)C(NS(=O)(=O)c1cccs1)C(=O)NCCN1CCN(c2ccccc2)CC1 (stereo not drawn)	91	94	89	2
26	O=C1C2CCCN2C(=O)N1CCCN1CCN(c2cccc(Br)c2)CC1 (stereo not drawn)	100	106	89	16
27	CNc1ccccc1C(=O)OC(C)C(=O)Nc1ccc(S(=O)(=O)N2CCCC2)cc1 (stereo not drawn)	94	110	94	-4
28	Cc1ccc(CS(=O)(=O)CCC(=O)O)cc1	100	98	94	1
29	O=S(=O)(c1cnc(Cl)c(Br)c1)N1CCc2ccccc21	99	105	104	29
30	COc1ccc(N2CCN(C(=O)c3ccc(CS(=O)Cc4ccc(Cl)cc4)o3)CC2)cc1 (stereo not drawn)	101	99	103	3
31	COC(=O)C1=C(C)NC(C)=C(C(=O)OCC2CCCO2)C1c1cccc(Cl)c1 (stereo not drawn)	104	98	100	10
32	O=C1CCC(C(=O)N2CCCC(N3CCN(c4cccc(C(F)(F)F)c4)CC3)C2)=NN1 (stereo not drawn)	97	94	95	1
33	COc1ccc(/C=C\C(=O)c2c(O)ccc3c(C)cc(=O)oc23)cc1	85	98	122	7
34	O=c1oc2ccccc2c(NC2CCCCC2)c1NS(=O)(=O)c1ccc(Cl)cc1	111	105	86	-1
35	O=C(NCC(=O)N(CC1CCCO1)C(C(=O)NC1CCCCC1)c1cccnc1)c1cccs1 (stereo not drawn)	99	106	95	0
36	CC(=O)Nc1ccc(NC(=O)c2c(C)c(-c3ccccc3)nc3ccccc23)cc1	100	98	111	-3

entry	Efflux pump inh	Yeast superoxide	AGP1 TOR yeast	RPL19A TOR yeast
25	0.1	100	87	90
26	0.1	108	96	102
27	0.3	120	88	123
28	-0.1	107	103	100
29	-0.1	98	112	102
30	0.1	81	101	100
31	-0.1	102	101	83
32	0.1	124	102	97
33	-0.2	108	91	95
34	0.0	96	100	101
35	-0.2	100	100	100
36	0.1	93	105	99

Next results:
entry	smiles	CIT2 TOR yeast	MEP2 TOR yeast	LAP4-GFP MLPCN	AHR act
37	Cc1ccc(OCc2ccc(C(=O)Nc3nccs3)o2)cc1	101	104	108	13
38	CC(C)(C)c1cc(C(=O)N/N=C/c2ccncc2)n[nH]1	101	100	96	23
39	CC(C)c1nnc(SCC(=O)N2CCOCC2)n1C	103	100	98	-1
40	O=C(Nc1ccc(SC(F)F)cc1)c1ccc2c(=O)n3c(nc2c1)CCC3	92	100	99	-5
41	CC(OC(=O)CCc1nc2ccccc2[nH]c1=O)C(=O)c1ccccc1 (stereo not drawn)	99	99	99	-1
42	COc1ccc(-c2csc(NC3OC(=O)c4c3ccc(OC)c4OC)n2)cc1OC (stereo not drawn)	110	96	118	-6
43	O=C(NCCc1cn2ccccc2n1)c1ccc(Br)o1	101	98	105	7
44	CC(=O)Nc1ccc(OCC(=O)N2CCc3ccccc3C2)cc1	107	110	99	1
45	Cc1[nH]c2ccc(Br)cc2c(=O)c1CN1CCCCC1	108	101	104	15
46	Cc1c2n(c3ccccc13)CCC2=O	96	117	109	8
47	Cc1ccc(S(=O)(=O)N(C)C)cc1NC(=O)c1cc(-c2ccco2)nc2ccccc12	99	102	93	11
48	CC(=O)Nc1ccc(OS(=O)(=O)c2ccccc2C)cc1	92	106	98	2

entry	Efflux pump inh	Yeast superoxide	AGP1 TOR yeast	RPL19A TOR yeast
37	-0.3	73	99	100
38	1.7	81	99	100
39	0.0	102	99	104
40	0.1	117	95	94
41	0.0	108	100	100
42	0.0	97	122	105
43	-0.2	89	98	93
44	0.1	100	95	103
45	-0.1	94	108	102
46	0.1	103	92	104
47	0.0	104	98	104
48	0.1	97	93	97

(list continues)
entry	smiles	CIT2 TOR yeast	MEP2 TOR yeast	LAP4-GFP MLPCN	AHR act
49	CCCCn1c(SCC(=O)Nc2ccc(OC)cc2)nc2ccc(N3CCOCC3)cc2c1=O	104	106	100	21
50	O=C(NCc1ccncc1)Nc1ccccc1	89	102	95	4
51	N#Cc1c(N)nc2c(c1N)CC(CCl)O2 (stereo not drawn)	103	100	86	0
52	O=C(CSCc1ccccc1Cl)N/N=C/c1ccco1	100	105	96	2
53	CN(CCOc1ccccc1)C(=O)C1CCC(=O)N(CCN2CCOCC2)C1 (stereo not drawn)	102	89	77	-3
54	COc1ccc(C(=O)c2sc3nc(-c4ccccc4)ccc3c2N)cc1	91	97	99	39
55	COc1ccc(-c2nnc3ccc(SC(C(C)=O)C(C)=O)nn23)cc1OC	95	102	97	6
56	CCCCc1cc(O)c(CCCC)c(O)c1	107	96	143	16
57	CCOc1ccc(CNC(=O)c2ccccc2NC(=O)C2=CSCCO2)cc1	107	107	121	4
58	O=C(CSc1n[nH]c(-c2cccnc2)n1)Nc1ccc(Br)cc1	99	101	100	23
59	COc1ccc(-n2nc3c(c2NC(=O)c2ccc(S(=O)(=O)N4CCOCC4)cc2)CS(=O)C3)cc1 (stereo not drawn)	106	102	95	-2
60	CCN(CC)C(=O)Cn1cc(SCC(=O)NCc2ccco2)c2ccccc21	100	101	98	0

entry	Efflux pump inh	Yeast superoxide	AGP1 TOR yeast	RPL19A TOR yeast
49	-0.1	105	105	98
50	0.0	96	105	100
51	-0.1	103	104	123
52	0.1	102	95	102
53	-1.9	nt	86	97
54	0.1	102	88	95
55	-0.1	111	95	101
56	-0.1	77	95	110
57	-0.6	116	117	104
58	0.2	104	102	100
59	0.1	79	102	104
60	0.0	96	96	96

(continued)
entry	smiles	CIT2 TOR yeast	MEP2 TOR yeast	LAP4-GFP MLPCN	AHR act
61	CCn1c(SCC(=O)O)nnc1C1CCCCC1	65	90	95	1
62	COc1ccc(Br)c(C(=O)OCc2cc(=O)oc3cc(C)ccc23)c1	109	111	106	-1
63	COc1ccc(N2CC(C(=O)NC3=NCCS3)CC2=O)cc1 (stereo not drawn)	108	109	106	2
64	CC/C(O)=C1\C(=O)CC(C)(C)CC1=Nc1ccccc1C	103	105	96	-3
65	CSc1nc(C=Nc2ccccc2Cl)c(O)n1Cc1cccc(Cl)c1	102	107	122	1
66	O=C(CCC1CCCN(C(=O)Cc2cccc(F)c2)C1)N1CCN(c2ccccn2)CC1 (stereo not drawn)	100	102	101	-1

entry	Efflux pump inh	Yeast superoxide	AGP1 TOR yeast	RPL19A TOR yeast
61	0.0	107	75	114
62	0.2	103	109	107
63	0.0	95	108	103
64	-0.1	116	96	99
65	0.0	107	114	108
66	0.1	89	102	98

Reformatted: five of the compounds above
61) CCn1c(SCC(=O)O)nnc1C1CCCCC1
62) COc1ccc(Br)c(C(=O)OCc2cc(=O)oc3cc(C)ccc23)c1
63) COc1ccc(N2CC(C(=O)NC3=NCCS3)CC2=O)cc1 (stereo not drawn)
64) CC/C(O)=C1\C(=O)CC(C)(C)CC1=Nc1ccccc1C
65) CSc1nc(C=Nc2ccccc2Cl)c(O)n1Cc1cccc(Cl)c1

entry no.	61	62	63	64	65
CIT2 TOR yeast	65	109	108	103	102
MEP2 TOR yeast	90	111	109	105	107
LAP4-GFP MLPCN	95	106	106	96	122
AHR act	1	-1	2	-3	1
Efflux pump inh	0.0	0.2	0.0	-0.1	0.0
Yeast superoxide	107	103	95	116	107
AGP1 TOR yeast	75	109	108	96	114
RPL19A TOR yeast	114	107	103	99	108
